Compound activity: PubChem, National Center for Advancing Translational Sciences (NCATS)
TCR act: activators of T cell receptors; primary human leukocytes, anti-CD3, IL-2 HTRF, 48 h; Potency, µM (top dose mostly 9.22 µM), without a hit: at the highest dose activation of IL-2 secretion, actives largely listed as activators; 330,000 tested, under 10 active; AID 504894; also: % of control where 0% means no effect
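Primary human leukocytes receive a-CD3 beads and test compound and are incubated 48 hr. Secreted IL-2 is then assayed by HTRF, measuring 665nm acceptor emission after 320nm excitation of the europium donor.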
Integrin act MD: integrin-mediated muscular dystrophy alleviation activation | hit rate 0.064% among 350,000 | alpha7betagal myoblasts, beta-gal FDG fluorescence, 48 h | AID 624291 | Potency, µM (titrated, usually from 38.3 µM), for inactives: top-dose activation, actives largely listed as activators;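 also: potency is read from the fitted curve at half-maximal effect; 100% = response of the positive control SU9516; nearly all actives have a fitted effect of over 60% in size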
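Alpha7betagal+/- myoblasts (passage 13) were plated 16-24 hr, then exposed to compounds (1:260 dilution of DMSO stock) for 48 hours at 37C. After MPER lysis, β-galactosidase reporter activity was read as FDG fluorescence (ex 480/em 540) after 30 minutes.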
TRPV1 agonist: agonists of human vanilloid receptor 1 (TRPV1); Q8NER1; TRPV1-expressing cells, Fluo-8 calcium influx, agonist mode; activation, % at 8.33 µM; hit rate 0.19% among 320,000; AID 540275; in the data active = activation above about 80%; inconclusive = between about 30% and that limit; also: 0% is about no effect
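Cells expressing TRPV1 were dye-loaded with Fluo-8 and read kinetically: 10 s baseline, 3 min after compound (agonist portion), then 2 min after EC20 capsaicin (allosteric enhancer portion). Calcium-bound dye fluorescence at 480/520 nm.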
PTAP TSG101 blk: blocks PTAP/TSG101 interaction to inhibit HIV-1 budding. Potency, µM (highest dose often 115 µM), inactives show at the top dose activity change, negative = inhibition, hits mostly inhibitors. Fluorescence polarization, FITC-PTAP peptide / Tsg101 binding. 340,000 tested, under 10 active; active = well fitted inhibition curve with a large enough effect in the main read-out, with a control signal flat, not every such curve was filed as active; inconclusive = small, poorly fitted or top-dose-only effect, or effect the other way, or a change in a side signal; inactive = no such curve, though single readings can be large or run the other way; also: potency is read from the fitted curve at half-maximal effect; % of control where 0% means no effect
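FP read-out: FITC-PTAP peptide, 50 nM final, binding Tsg101 binding domain, 10 uM final; 20 min, r.t.; 10 mM HEPES pH 7.5, 0.15 M NaCl, 0.01% Tween 20, 3 mM EDTA, 0.1 mM TCEP.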
p53 reactivation: restores transcriptional activity of mutant p53 | H1299 p53-A138V BP100-luciferase reporter, luminescence, 24 h | Potency, µM (highest dose often 92.2 µM), without a hit: at the top dose activity change, positive = activation, most hits filed as activators | hit rate 0.063% among 320,000; also: potency is read from the fitted curve at half-maximal effect; % of control where 0% means no effect; nearly all actives have a fitted effect of over 45% in size
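H1299 (p53-null), stable ts p53-A138V + BP100-Luc; 1000 cells/well, Opti-MEM/10% FBS; cpd 4 pt, 1:5; 24 h, 37 deg C, 5% CO2; detection reagent 10 min RT; luminescence.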
MLL CXXC-DNA inh: inhibitors of human MLL CXXC domain-DNA interaction; MLL-CXXC / FITC-HOXA9 DNA fluorescence polarization; Potency, µM (highest dose often 115 µM), inactives show top-dose activity change, negative = inhibition, actives largely listed as inhibitors; hit rate 0.037% among 290,000; active = well fitted inhibition curve with a large enough effect in the polarisation, with a control signal flat, not every such curve was filed as active; inconclusive = small, poorly fitted or top-dose-only effect, or effect the other way, or a change in a side signal; inactive = no such curve, though single readings can be large or run the other way; the % refers to the polarisation; also: potency is read from the fitted curve at half-maximal effect
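Fluorescence polarization: 7 uM MLL-CXXC (stock) preincubated 5 min with compounds, then 50 nM fluorescein-HOX-A9 DNA (stock) added; 30 min ambient. Buffer 50 mM Tris-HCl pH 7.5, 50 mM NaCl, 1 mM DTT, 0.05% BSA.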
BRCA1 expr act: BRCA1 expression activation; MCF7-BRCA1-FFLuc reporter, luminescence, 48 h; response scale: scaled: vehicle 0%, 10 µM genistein 100%; hit rate 1.1% among 380,000; Potency, µM (top dose mostly 46.1 µM), for the others: top-dose activation, usual class: activators; also: potency is read from the fitted curve at half-maximal effect; nearly all actives have a fitted effect of over 80% in size; some results filed as inactive show a strong effect at the top dose
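Reporter cells (MCF7, BRCA1 promoter-firefly luciferase) received library compounds across a concentration series for 48 h. End-point luminescence was measured and concentration-effect curves derived after normalization.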
A-T KAP1 phos: candidate therapy for ataxia-telangiectasia; […] A-T fibroblasts, KAP-1 phosphorylation AlphaLISA; neocarzinostatin DNA damage 30 min before lysis; Potency, µM (top dose mostly 57.5 µM), for the others: at the top dose activation, most hits filed as activators; AID 485349; hit rate 0.19% among 320,000; also: potency is read from the fitted curve at half-maximal effect; % of control where 0% means no effect; nearly all actives have a fitted effect of over 45% in size
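ATM-like activity read as KAP-1 phosphorylation via AlphaLISA donor/acceptor antibody pairs after lysis and 6 hr at 25C. Cells were ATM-null patient fibroblasts ([…], hTERT), dosed 60 min, then exposed to the DSB inducer NCS for 30 min.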
ELG1 DNA repair: inhibitors of ELG1-dependent DNA repair in HEK293T cells. hit rate 2.3% among 330,000. AID 504467. Potency, µM (series often up to 46.1 µM), inactives show at the highest dose activity change, negative = inhibition, hits mostly inhibitors. HEK293T ELG1-luciferase reporter, luminescence, 16 h; DNA damage induced by 5-fluorouridine; also: potency is read from the fitted curve at half-maximal effect; % is scaled to controls: 0 for no effect and ±100 for the full control effect; nearly all actives have a fitted effect of over 55% in size
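In this reporter screen, reduction of luminescence relative to DMSO vehicle indicated activity. Compounds and 5-fluorouridine were added together to 2,000 cells per well, incubated for 16 hr at 37 °C, then developed with ONE-Glo.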
B2AR arrestin: beta2AR (human) beta-arrestin recruitment activity. P07550. beta-arrestin recruitment to beta2AR, cell-based reporter. Potency, µM (highest dose often 46.1 µM), for inactives: at the top dose activation, actives largely listed as activators. hit rate 0.02% among 330,000. AID 492947;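 also: potency is read from the fitted curve at half-maximal effect; 0% = DMSO controls and full agonism = EC100 isoproterenol or metaproterenol; nearly all actives have a fitted effect of over 65% in size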
The depositor's hits bear a star; ? = inconclusive; . = not tested or not shown; [ ] = remark or other dose. Unless noted, calls follow the shape of the dose curve; as a rule, active = well fitted curve in the direction sought with a large enough effect; inconclusive = small, poorly fitted or top-dose-only effect, or another doubt; inactive = no such curve, though single readings can be large; an effect the other way counts as inactive or inconclusive.

compound,TCR act,Integrin act MD,TRPV1 agonist,PTAP TSG101 blk,p53 reactivation,MLL CXXC-DNA inh,BRCA1 expr act,A-T KAP1 phos,ELG1 DNA repair,B2AR arrestin
Cc1ccccc1NC(=O)CSc1nnc(CNC(=O)c2ccc3c(c2)OCO3)n1C,-1%,27%,1,0%,10%,-5%,-6%,-2%,?,0.1%
CCOC(=O)C(=O)NNc1ccccc1OC,6%,18%,2,0%,2%,-4%,6%,6%,3%,-0.1%
O=C(Nc1cccnc1)C1CCN(S(=O)(=O)c2ccc(Cl)cc2)CC1,0%,3%,14,3%,-9%,-2%,-21%,0%,-2%,0.5%
CC1CCCCC1NC(=O)c1ccc(N2CCCC2=O)cc1 (stereo unspecified),9%,1%[7.66 µM],-3,-5%,?,-5%,56%,-1%,?,0.1%
O=C(N/N=C/c1ccc(N2CCCCC2)o1)c1ccccc1[N+](=O)[O-],-1%[46.1 µM],-32%,9,-3%,-25%,8%,2%,-4%,-6%,11%
COc1ccc(C)cc1NC(=O)CCNS(=O)(=O)c1ccc2c(c1)CCC(=O)N2,8%,-16%,0,-5%,-10%,5%,-11%,4%,1%,0.1%
COC(=O)c1ccc(NC(=O)CN(c2ccc(C)cc2)S(=O)(=O)c2c(C)nn(C)c2C)cc1,1%,8%,-13,-6%,1%,-7%,-2%,.,?,0.4%
c1ccc(C(c2nnnn2C2CCCC2)N2CCN(c3nc4ccccc4s3)CC2)cc1 (stereo unspecified),-2%[46.1 µM],7%,-5,-4%,-1%,4%,-17%,-3%,-16%,-0.3%
Cc1[nH]n(S(=O)(=O)Cc2ccccc2)c(=O)c1N=Nc1ccccc1Cl,-6%,0%,-2,-2%,7%,-15%,-15%,0%,?,-0.1%
O=C(Cc1ccccc1)N1CCCC(c2nc(-c3ccc(S(=O)(=O)N4CCCC4)cc3)no2)C1 (stereo unspecified),-4%,-52%[inhibitor],-2,-9%,-1%,18%,-62%,.,?,0.4%
COC(=O)c1cc(OC)c(OC)c(OC)c1NC(=O)c1ccc(S(=O)(=O)N(C)C)cc1,-62%,6%,1,2%,-9%,-3%,-5%,-2%,3%,-0.3%
N/C(=N\OC(=O)c1ccc(Cl)cc1Cl)c1ccncc1,-2%,2%,5,-7%,15%,13%,?,0%,?,-0.2%
O=C(/C=C/c1ccc([N+](=O)[O-])cc1)/C=C/c1ccco1,.,.,6,.,-19%,3%,.,4%,?,-0.5%
COc1ccccc1N1CCN(C(=O)c2ccc3c(c2)CCN3S(=O)(=O)c2ccccc2)CC1,6%,-28%,0,-5%,0%,16%,-22%,-5%,?,3.0%
CC(=O)c1nccs1,25%,.,1,-1%,4%,.,-6%,2%,14%,-2.0%
Cc1cccc(C(=O)Oc2coc(CSc3nnc(NC(=O)C4CC4)s3)cc2=O)c1,-4%[46.1 µM],0%,-2,-2%,-8%,231%[activator],-1%,-1%,-9%,-0.8%
CCn1c(=N)n(CCO)c2ccccc21,1%,10%,-2,0%,3%,-1%,-9%,4%,3%,-0.4%
CCN(CC(=O)NC1CCS(=O)(=O)C1)S(=O)(=O)c1ccc(Cl)c(C(F)(F)F)c1 (stereo unspecified),-5%,-8%,13,-5%,-8%,.,7%,-1%,1%,0.1%
Oc1ccc(N=Nc2ccccc2)cc1,1%,5%,8,-1%,?,-2%,8.9µM*,-5%,?,-0.4%
CCOC(=O)c1nnc(-c2ccccc2)nc1NC,-2%,?,24,-1%,8%,-1%,-11%,-4%,14%,0.1%
CCSc1ncccc1C(=O)N[C@@H](CCSC)C(=O)OC,-11%,17%,-1,-7%,0%,-25%,58%,-4%,18%,-0.6%
COc1ccc(S(=O)(=O)Nc2cccc(C)c2C)c2cccnc12,-11%,-27%,3,-1%,-1%,31%[activator],-10%,10%,-16%,0.2%
Cc1cccc2c1cnn2C(=O)CCC(=O)NCc1ccc(F)cc1,2%,24%,-5,-2%,10%,.,39%,10%,2%,0.0%
CCOC(=O)c1cnc(-c2ccccc2)[nH]c1=O,6%,0%,0,-8%,1%,8%,0%,2%,14%,0.2%
CCOC(=O)/C=C1\SC(C)C(=O)N1CC(=O)N(CCC#N)c1ccccc1 (stereo unspecified),.,0%,0,0%,3%,.,18%,5%,19%,0.0%
Cc1cc(C)n(C(=O)N(c2ccccc2)c2ccccc2)n1,-4%,15%,0,3%,5%,1%,1%,1%,-1%,-0.4%
CCN1C(=O)[C@H]2[C@H]3CN=C(SCc4ccc(Cl)cc4)N3[C@@](Cc3ccccc3)(C(=O)OC)[C@H]2C1=O,-8%[46.1 µM],30%,.,-16%,-2%,.,-30%,-2%,?,-2.9%
Cc1cc(OCC(=O)NC2CC(C)(C)NC(C)(C)C2)c2c(C)c(C)c(=O)oc2c1,1%,-51%[inhibitor],0,-2%,-26%,1%,-52%,-2%,?,0.1%
CC(=O)Nc1cccc(-n2nnc(SCC(=O)c3ccccc3)n2)c1,2%,0%,5,-1%,8%,1%,133%,1%,?,-1.0%
CC(C)OC(=O)c1ccc(NCc2cc(O)ccc2O)cc1,-4%,-50%[inhibitor],.,-7%,.,.,-74%,.,.,.
Clc1ccc(CSc2nnc(CN3CCOCC3)n2-c2ccccc2)cc1Cl,-6%,21%,10,-11%,-4%,-3%,-37%,-1%,-9%,0.4%
CS(=O)(=O)c1ccc(Cl)c(NC(=O)CCc2ccccc2)c1,-5%,7%,11,1%,-3%,-18%,3%,-1%,-9%,0.0%
CCN(C(=O)CN1C(=O)c2ccc([N+](=O)[O-])cc2C1=O)C1CCS(=O)(=O)C1 (stereo unspecified),1%,13%,-2,-3%,-1%,.,-13%,4%,11%,0.1%
COc1ccccc1NC(=O)C12CC3CC(C1)CC(c1ccc(C)cc1)(C3)C2,-2%,22%,10,-1%,10%,1%,-22%,12%,0%,-1.0%
NNC(=O)C=C1CCN(c2ncc(C(F)(F)F)cc2Cl)CC1,8%,-41%,2,-1%,5%,20%,32%,1%,?,0.3%
N#Cc1c(Nc2ccccc2)s[nH]c1=O,8%,-22%,-5,4%,26%,18%,4%,-3%,13%,-0.7%
COc1ccc(/C=C(/NC(=O)c2ccc(C)cc2)C(=O)NCC2CCCO2)cc1 (stereo unspecified),-4%,9%,-2,1%,1%,-2%,6%,3%,5%,0.1%
Cc1cccc(NC(=S)NC(=O)c2cc(-c3ccccc3)nc3ccccc23)c1,-4%,5%,-3,-7%,-5%,-1%,-30%,-5%,-8%,-0.3%
O=C(Nc1ccc(CN2CCS(=O)(=O)CC2)cc1)c1ccc(Cl)cc1,1%,-19%,9,-3%,3%,-3%,0%,.,10µM*,0.4%
O=C(Nc1ccc(N2CCN(C(=O)c3ccccc3)CC2)c(Cl)c1)c1ncn[nH]1,-5%,-10%,-5,-2%,-8%,0%,-23%,13%,?,-0.2%
COc1ccc(CCNC(=O)CCC(=O)Nc2ccc3nc(N4CCN(C)CC4)cc(C)c3c2)cc1OC,-4%,25%,-3,0%,5%,0%,3%,-3%,13%,0.2%
COc1ccc(NC(=O)COC(=O)c2ccc(Cl)c(S(N)(=O)=O)c2)c([N+](=O)[O-])c1,0%,5%,-7,-4%,-1%,-6%,0%,6%,8%,-1.1%
COc1ccc(N2C(=O)NC3CC2(C)Oc2ccc(Cl)cc23)cc1OC (stereo unspecified),0%,9%,0,0%,4%,3%,-47%,2%,-6%,3.0%
Cc1nnc(SCC(=O)Nc2nccs2)n(N)c1=O,.,-10%,-3,-1%,9%,5%,-8%,3%,12%,0.3%
CCOC(=O)c1cccc(NC(=O)CCOc2ccccc2)c1,4%,12%,29,-1%,-2%,-4%,70%,8%,7%,0.3%
COc1ccc(C(=O)OCC[N+]2(C)CCOCC2)cc1,7%,1%,2,1%,-1%,-1%,3%,2%,5%,-0.1%
COc1ccc(C(=O)N(C)Cc2cnn(Cc3ccccc3)c2)cc1S(=O)(=O)N1CCOCC1,.,-42%,1,1%,3%,.,-38%,-5%,1%,0.4%
Cc1noc(C)c1C(=O)Nc1nc2ccc(S(C)(=O)=O)cc2s1,4%,-25%,-6,-1%,-2%,10%,33%,39%,?,-0.2%
CC1=C(C(=O)OCC(C)C)C(c2ccccc2Cl)NC(=O)N1C (stereo unspecified),6%,8%,-1,-4%,6%,5%,-50%,12%,?,0.1%
